S100A4 MyoIIA – blocks human S100A4 binding to myosin IIA peptide; P26447; S100A4/TAMRA-MyoIIA peptide fluorescence polarization; inhibition, % at 10.7 µM; 0.14% of 360,000 active; AID 652163;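 active = mean inhibition of at least 70% across replicates, with every replicate also reaching that level; inconclusive = mean inhibition reaches 70% but some replicates fall short; inactive = mean inhibition below 70%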
Target sequence (P26447 whole entry, looked up): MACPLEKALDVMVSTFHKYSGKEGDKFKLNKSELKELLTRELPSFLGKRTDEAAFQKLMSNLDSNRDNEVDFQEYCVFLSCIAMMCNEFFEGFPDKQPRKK
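Material: human S100A4 monomer with TAMRA-labelled myosin IIA peptide; buffer or medium: HEPES pH 7.2 with CaCl2, KCl, NaCl, DTT, Triton; compound dosing: one concentration per compound; schedule: 5 min incubation before reading; benchmarks: neutral control DMSO, positive control TFP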
E-sel inducer – E-selectin induction on HUVECs | activation, % at 7.58 µM | 0.37% of 260,000 active | P16581 | HUVEC E-selectin immunofluorescence imaging; normalized: neutral wells 0, TNF-alpha wells 100;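 active = mean E-selectin-positive cell signal at least 10% of the positive control, reached in at least 60% of replicates, without over 20% cell loss; inconclusive = no rule given, readout overlaps actives, possibly toxicity-flagged; inactive = the rest, including those meeting only one limit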;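 note: in these data hits start at about 27%; measured in HUVEC primary endothelial cells; signal is the percent of cells scored E-selectin positive by PE staining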
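Test system: HUVEC; input: 3,000 HUVEC/well; measured by: immunofluorescence imaging; read-out: % PE-positive cells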
DENV2 CPE rescue – DENV2-induced cell death inhibition. DENV2-infected cells, cytopathic effect rescue, plate reader. 1.7% of 350,000 active. CPE inhibition, % at 9.99 µM; in the data active = CPE inhibition above about 20%, passing the limit was not always enough; inconclusive = no clear call, values can overlap the other calls; tested in BHK-21 cells;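 note: 0% = median of neutral control wells and 100% = median of positive control wells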
PglD DTNB – blocks C. jejuni PglD acetyltransferase activity. purified PglD enzyme, DTNB colorimetric CoA detection. 0.098% of 360,000 active. inhibition, % at 12.5 µM; in the data active = inhibition above about 16%, passing the limit was not always enough; inconclusive = no clear call, values can overlap the other calls; note: strong numbers were not always called active
SIRT5 inh – inhibitors of human sirtuin-5 desuccinylase | Q9NXA8 | 1.1% of 330,000 active | Purified SirT5, succinyl-peptide AMC, trypsin-coupled fluorescence | AID 652115 | inhibition, % at 15 µM; in the data active = inhibition above about 15%; inconclusive = no clear call, values can overlap the other calls
Target sequence (Q9NXA8 whole entry, looked up): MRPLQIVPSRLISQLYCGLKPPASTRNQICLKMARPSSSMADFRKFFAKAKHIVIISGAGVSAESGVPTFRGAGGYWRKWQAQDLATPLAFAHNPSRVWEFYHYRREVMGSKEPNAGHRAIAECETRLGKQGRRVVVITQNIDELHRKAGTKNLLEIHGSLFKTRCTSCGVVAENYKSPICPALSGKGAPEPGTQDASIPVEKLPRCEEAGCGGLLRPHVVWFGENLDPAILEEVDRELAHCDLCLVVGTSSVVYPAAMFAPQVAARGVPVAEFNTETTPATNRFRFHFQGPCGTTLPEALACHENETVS
C2C12 statin – protects C2C12 myotubes from simvastatin toxicity; 0.78% of 330,000 active; ATP luminescence, 48 h; scaled: DMSO 0, geranylgeraniol control 100; rescue of ATP level, % at 7.49 µM; AID 602340;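 active = mean ATP rescue above about 67%, or every replicate alone reaching that limit, limit read from the data, passing the limit was not always enough; inconclusive = no clear call, values can overlap the other calls; inactive = mean under the limit and some replicate under it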;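 note: myotubes were challenged with 10 µM simvastatin during compound exposure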
ERp5 block – inhibitors of human ERp5. ERp5 insulin aggregation, absorbance 650 nm, 90 min. inhibition, % at 9.99 µM. Q15084. AID 651711. 0.05% of 350,000 active;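 active = mean replicate inhibition above about 25%, with every replicate also reaching it, limit read from the data, passing the limit was not always enough; inconclusive = only one of those two criteria met; inactive = neither criterion met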
Target sequence (Q15084 whole entry, looked up): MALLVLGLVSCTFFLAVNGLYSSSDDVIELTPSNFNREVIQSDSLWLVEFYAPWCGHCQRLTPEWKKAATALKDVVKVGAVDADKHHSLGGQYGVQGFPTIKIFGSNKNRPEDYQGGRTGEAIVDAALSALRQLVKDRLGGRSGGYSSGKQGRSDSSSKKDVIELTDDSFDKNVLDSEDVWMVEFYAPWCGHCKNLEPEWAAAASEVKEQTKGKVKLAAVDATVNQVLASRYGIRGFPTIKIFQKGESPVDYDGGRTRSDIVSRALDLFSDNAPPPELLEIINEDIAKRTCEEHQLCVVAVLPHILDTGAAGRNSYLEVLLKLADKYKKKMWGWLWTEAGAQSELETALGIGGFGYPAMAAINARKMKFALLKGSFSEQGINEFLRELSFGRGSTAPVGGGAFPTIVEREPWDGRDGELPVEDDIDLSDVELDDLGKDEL
* = called active by the depositor; ? = inconclusive; / = no result given.

SMILES	S100A4 MyoIIA	E-sel inducer	DENV2 CPE rescue	PglD DTNB	SIRT5 inh	C2C12 statin	ERp5 block
CNC[C@@H]1OCCCC[C@H](C)Oc2ccc(NC(=O)CCC(F)(F)F)cc2C(=O)N([C@@H](C)CO)C[C@H]1C	-8.4	-0.1	-2.1	5.6	1.3	8.6	-2.1
COC(=O)C1CCN(C(=O)COC(=O)c2ccc(=O)n(Cc3ccccc3)n2)CC1	-1.2	-0.6	-4.8	-6.0	-4.5	1.3	6.9
O=S(=O)(O)Sc1ccccc1	-4.9	-0.5	-4.6	2.8	3.7	33.2	2.4
Cc1ccc2cc(CCNC(=O)Cc3cccs3)c(=O)[nH]c2c1	-2.2	-0.1	14.5	-1.5	2.8	3.7	5.3
COc1ccc(C(=O)CC2(O)C(=O)N(CN3CCOCC3)c3ccc(Br)cc32)cc1 (configuration not stated)	-1.2	0.6	16.4	/	/	/	3.0
Cc1[nH]c2ccccc2c1CC(=O)Nc1ccc(Nc2cccnc2)c(-c2ccc(F)c(F)c2)c1	-1.9	0.3	-12.4	/	/	/	5.3
O=C1C=CC(O)C2(CO)OC12 (configuration not stated)	-2.2	-0.6	25.2*	3.9	-0.9	-240.0	-2.2
C[C@@H]1CN([C@@H](C)CO)S(=O)(=O)c2ccc(C#CC3CCCCC3)cc2O[C@@H]1CN(C)C(=O)Cc1ccncc1	-6.1	-0.2	-5.3	0.5	1.0	37.7	3.5
CN(C)S(=O)(=O)c1cccc(NC(=O)CSc2cccc3cccnc23)c1	0.2	0.2	10.1	/	-0.7	31.1	2.7
CC(=O)Nc1ccc(NC(=O)Nc2ccccc2C)cc1	-2.2	-0.5	-3.3	/	0.6	10.4	-2.9
C[C@@H]1CC[C@]2(C(=O)O[C@@H]3O[C@H](CO)[C@@H](O)[C@H](O)[C@H]3O)CC[C@]3(C)C(=CCC4[C@@]5(C)C[C@@H](O)[C@H](O)[C@@](C)(C(=O)O[C@@H]6[C@H](O)C[C@@]7(C)C(CC[C@]8(C)C7CC=C7[C@H]9[C@](C(=O)O[C@@H]%10O[C@H](CO)[C@@H](O)[C@H](O)[C@H]%10O)(CC[C@@H](C)[C@@]9(C)O)CC[C@]78C)[C@@]6(CO)C(=O)O)C5CC[C@]43C)[C@@H]2[C@]1(C)O (some centres not stated)	10.3	-0.1	-22.9	4.8	-0.3	-0.8	-7.3
C=CCNC(=O)c1ccccc1NC(=O)c1ccc(Cl)c(S(=O)(=O)Nc2cccc(C)c2C)c1	1.7	-0.9	?	-7.0	-6.4	/	3.1
CCOC(=O)C1=C(C)N(c2ccc(OCC)cc2)C(=O)/C1=C\c1ccco1	-16.8	/	-1.3	/	13.3	/	-2.5
COc1ccc(NC(=O)N2CC(=O)N3[C@H](CO)[C@H](c4ccc(C5=CCCC5)cc4)[C@@H]3C2)cc1	-4.2	0.6	-9.1	/	0.9	/	-2.2
COc1n[nH]c(C(=O)Nc2nc3ccccc3s2)c1[N+](=O)[O-]	-3.8	/	1.6	/	0.6	/	-5.7
CCC(C)CNC(=O)c1[nH]c(C(F)(F)F)nc1-c1ccccc1 (configuration not stated)	2.4	0.7	1.6	-1.8	3.0	5.3	8.2
COc1ccc(S(=O)(=O)Nc2cccc3c2O[C@H](CN(C)Cc2ccc(C(F)(F)F)cc2)[C@@H](C)CN([C@@H](C)CO)C3=O)cc1	7.2	0.2	15.5	-1.0	-0.3	/	3.7
CCCC#Cc1ccc2c(c1)[C@H]1[C@H](CCN1S(=O)(=O)c1cccc(F)c1)[C@H](CO)N2C	-12.0	0.6	-16.6	0.5	0.4	-17.2	5.1
CN(C)CCCNC(=O)C[C@H]1CC[C@H]2[C@H](COc3ccc(NC(=O)c4cccc(F)c4)cc3C(=O)N2C)O1	-14.4	0.2	1.4	1.3	-10.6	-17.7	11.2
CC(C)Cn1c(=S)[nH]c2cc(C(=O)NCc3ccccc3F)ccc2c1=O	1.9	0.3	62.1*	-1.9	1.6	-4.5	16.4

5 entries from above, in CSV form.
Molecule,S100A4 MyoIIA,E-sel inducer,DENV2 CPE rescue,PglD DTNB,SIRT5 inh,C2C12 statin,ERp5 block
Cc1[nH]c2ccccc2c1CC(=O)Nc1ccc(Nc2cccnc2)c(-c2ccc(F)c(F)c2)c1,-1.9,0.3,-12.4,/,/,/,5.3
CCOC(=O)C1=C(C)N(c2ccc(OCC)cc2)C(=O)/C1=C\c1ccco1,-16.8,/,-1.3,/,13.3,/,-2.5
COC(=O)C1CCN(C(=O)COC(=O)c2ccc(=O)n(Cc3ccccc3)n2)CC1,-1.2,-0.6,-4.8,-6.0,-4.5,1.3,6.9
COc1ccc(C(=O)CC2(O)C(=O)N(CN3CCOCC3)c3ccc(Br)cc32)cc1 (configuration not stated),-1.2,0.6,16.4,/,/,/,3.0
COc1ccc(NC(=O)N2CC(=O)N3[C@H](CO)[C@H](c4ccc(C5=CCCC5)cc4)[C@@H]3C2)cc1,-4.2,0.6,-9.1,/,0.9,/,-2.2

One compound at a time (already shown):
COC(=O)C1CCN(C(=O)COC(=O)c2ccc(=O)n(Cc3ccccc3)n2)CC1 is entered as S100A4 MyoIIA: -1.2; E-sel inducer: -0.6; DENV2 CPE rescue: -4.8; PglD DTNB: -6.0; SIRT5 inh: -4.5; C2C12 statin: 1.3; ERp5 block: 6.9
O=C1C=CC(O)C2(CO)OC12 (configuration not stated) is entered as S100A4 MyoIIA: -2.2; E-sel inducer: -0.6; DENV2 CPE rescue: 25.2*; PglD DTNB: 3.9; SIRT5 inh: -0.9; C2C12 statin: -240.0; ERp5 block: -2.2

Going on with the list:
SMILES	S100A4 MyoIIA	E-sel inducer	DENV2 CPE rescue	PglD DTNB	SIRT5 inh	C2C12 statin	ERp5 block
O=C(Cc1ccc(NC2=NC3CS(=O)(=O)CC3S2)cc1)NCc1ccccc1 (configuration not stated)	3.9	-0.6	-2.7	4.3	0.2	12.0	-4.9
COCCN(C(=O)COC(=O)CCCOc1ccccc1)c1c(N)n(Cc2ccccc2)c(=O)[nH]c1=O	1.4	0.0	-16.1	/	-4.6	/	-0.2
C[C@@H]1CN([C@H](C)CO)C(=O)c2cc(N(C)C)ccc2O[C@@H](C)CCCCO[C@H]1CN(C)C(=O)Cc1ccccc1	24.0	0.2	-3.3	-2.9	-6.3	3.3	2.2
CCCNC(=O)N1[C@H](CO)[C@@H](c2ccc(-c3cccc(OC)c3)cc2)[C@@H]1C#N	-0.5	-0.1	/	1.8	0.6	38.6	-0.4
O=C(CCc1ccc(S(=O)(=O)N2CCOCC2)cc1)Nc1ccccc1F	3.2	/	-3.1	-1.8	-5.0	4.3	-3.1
Cc1[nH]c2c(ccc3cccnc32)c1C	-4.3	-0.1	-2.2	0.3	1.2	/	-0.3
CC(C)(C)NC(=O)CN(C(=O)CNS(=O)(=O)c1ccc(Cl)cc1)c1ccc2c(c1)OCCO2	-4.6	/	10.1	3.4	-0.9	-17.5	-0.7
CSCC(O)Cn1ncc2ccccc2c1=O (configuration not stated)	-0.4	/	2.9	/	-0.9	/	-5.5
COCC#Cc1cnc2c(c1)C(=O)N([C@@H](C)CO)C[C@H](C)[C@@H](CN(C)C(=O)Nc1c(C)noc1C)O2	16.9	-0.6	-10.8	3.8	0.2	0.1	-0.9
O=C(NCc1ccccc1)C1c2ccccc2Oc2ccccc21	-1.9	4.0	4.2	-2.7	-3.8	5.5	3.2
Cc1c(NS(=O)(=O)c2cc(C(=O)Nc3ccc(F)cc3Cl)ccc2Cl)c(=O)n(-c2ccccc2)n1C	-2.1	-0.4	-6.0	-0.7	-2.4	0.9	-4.9
O=C(CS(=O)(=O)c1cn(CC(=O)N2CCOCC2)c2ccccc12)NCc1ccc(F)cc1	2.1	-0.2	-3.4	-2.5	0.7	3.1	4.6
CCCNC(=O)C[C@H]1CC[C@H]2[C@@H](COc3ccc(NC(=O)c4cc(F)cc(F)c4)cc3C(=O)N2C)O1	/	/	-4.1	-1.4	/	-2.8	/
CCOc1cc(C)c(Cl)cc1S(=O)(=O)NCCOC	-5.7	0.3	/	/	-3.8	/	3.8
O=C(Nc1ccc(Cl)cc1)N[C@H]1CC[C@@H](CCNC(=O)c2ccccc2F)O[C@@H]1CO	25.8	-0.2	-4.3	1.8	-10.8	0.7	-4.4
COc1ccccc1N1CC=C(c2cccc([N+](=O)[O-])c2)NC1=O	-7.6	3.5	-3.0	/	-1.5	/	2.6
COc1cc(C(=O)NCCC(=O)NC(C)CCc2ccccc2)cc(OC)c1OC (configuration not stated)	-2.0	/	-1.4	0.8	-2.5	7.2	-0.4
Nc1cc(=O)nc(SCC(=O)N(C2CCCCC2)C2CCCCC2)n1-c1ccccc1	-5.5	/	7.2	3.9	6.9	21.1	0.6
Clc1ccc2c(NCc3cccs3)ncnc2c1	-1.9	/	2.4	-3.4	-1.9	3.6	2.3
Cc1ccc(S(=O)(=O)N(C)C[C@@H]2OCCCC[C@H](C)Oc3ccc(NS(C)(=O)=O)cc3C(=O)N([C@@H](C)CO)C[C@H]2C)cc1	-2.2	0.0	5.0	-2.3	1.9	/	-2.6
COc1ccc2[nH]c(C(=O)O)c(CCN3C(=O)c4cccc([N+](=O)[O-])c4C3=O)c2c1	-4.7	/	1.5	-1.7	-11.3	2.7	2.1
CSC(=NCc1ccc(F)cc1)NS(=O)(=O)c1cccs1	-6.2	1.7	1.1	/	-2.6	/	-4.1
CC(C)S(=O)(=O)c1nsc2nc(=O)c(/C=C3\C=Nc4ccccc43)c(N)n12	-1.4	/	-4.5	-12.2	6.9	15.4	0.1
CN(Cc1nc(-c2cnccn2)no1)CC(O)c1ccccc1 (configuration not stated)	-1.8	0.1	-4.3	1.5	-3.8	0.8	5.3
CCN(C(=O)CSc1ncccc1C(=O)Oc1cccc([N+](=O)[O-])c1)c1cccc(C)c1	-30.1	0.3	-4.2	7.5	-1.3	2.7	3.9
COc1ccc(-c2cc(C(=O)O)c(C)o2)cc1OC	/	-2.5	/	0.2	/	3.5	/
C[C@@H]1CN([C@H](C)CO)C(=O)c2cc(NC(=O)CCCN(C)C)ccc2O[C@@H](C)CCCCO[C@@H]1CN(C)Cc1ccc(C(=O)O)cc1	9.3	-0.1	2.5	/	-0.8	/	-1.9
CCOc1ccc(NC(=O)CN(C)C(=O)CCc2nc3ccccc3c(=O)[nH]2)cc1OCC	-14.5	-0.1	?	0.9	/	9.8	4.4
c1cncc(C2SCCCS2)c1	-2.7	-0.1	4.0	0.7	-0.2	-2.4	3.5
Cc1cccc(NC(=O)c2nc[nH]c2C(=O)N(C)Cc2ccccc2)c1	-1.1	-0.3	-4.9	1.7	/	-6.6	1.6

Screening results as filed in PubChem BioAssay.

An excerpt (hit frequency here may not be typical).
